Screening data from PubChem BioAssay.
D2 antagonist: antagonizes the human D2 dopamine receptor; HEK293 TREx D2 cells, calcium flux, dopamine EC80; inhibition, % at 10 µM; 340,000 tested, 2% active; AID 485344; in the data active = inhibition above about 30%; note: 0% is about no effect
Target sequence (P14416 whole entry, looked up): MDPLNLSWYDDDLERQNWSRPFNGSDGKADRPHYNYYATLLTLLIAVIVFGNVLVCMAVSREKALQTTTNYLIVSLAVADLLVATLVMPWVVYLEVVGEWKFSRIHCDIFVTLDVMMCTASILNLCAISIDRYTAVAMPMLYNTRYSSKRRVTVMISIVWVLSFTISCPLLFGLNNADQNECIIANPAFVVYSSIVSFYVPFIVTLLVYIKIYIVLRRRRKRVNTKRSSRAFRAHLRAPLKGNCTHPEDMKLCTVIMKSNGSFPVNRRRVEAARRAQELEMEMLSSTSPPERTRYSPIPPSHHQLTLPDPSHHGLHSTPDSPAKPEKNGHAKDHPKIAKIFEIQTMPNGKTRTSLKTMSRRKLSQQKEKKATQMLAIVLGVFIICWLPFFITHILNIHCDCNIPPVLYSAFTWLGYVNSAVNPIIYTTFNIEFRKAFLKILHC
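Dopamine at EC80 is the agonist stimulus; test compounds precede it by 180 s. Calcium flux read kinetically in a force-coupled, inducible HEK293 T-REx D2 cell line.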
ALOX12 inh: ALOX12 (human) lipoxygenase inhibition; AID 1671190; purified 12hLO, xylenol orange hydroperoxide absorbance; Potency, µM (doses to about 108 µM), for inactives: top-dose activity change, negative = inhibition, actives largely listed as inhibitors; 580,000 tested, 1.1% active; P18054; note: potency is the fitted concentration of half-maximal effect; % is set by controls: 0 for no effect and ±100 for the full control effect
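Purified human 12hLO (150 nM final) in 25 mM Hepes, 0.01% Triton X-100, pH 7.0 was preincubated 15 min at room temperature with compound. Then 40 uM arachidonic acid was added, 30 min. Hydroperoxide was read by Fe-XO absorbance ratio 573/405 nm.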
LDHA inh: LDHA (human) enzyme inhibition. P00338. purified LDHA, NADH/diaphorase-resazurin fluorescence; active compounds read low. activity change, % (values are at about 110 or 230 µM). 480,000 tested, 0.15% active. AID 1347041; in the data active = activity change below about -30%; inconclusive = mostly about -25% to -30%;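 note: plate controls were DMSO wells for no effect and wells without enzyme for full effect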
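Human LDH5 (2 nM) was incubated with 0.06 mM NADH and 0.2 mM pyruvate for 5 min at room temperature in Tris pH 7.4. Remaining NADH was coupled through diaphorase/resazurin, and resorufin fluorescence was read at 0 and 20 min.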
ERG Ets-DNA blk: inhibitors of human ERG Ets domain-DNA interaction; P11308; fluorescence polarization, His-ERG Ets domain / labelled DNA; Potency, µM (highest dose often 76.9 µM), inactives show at the highest dose FP activity, negative = inhibition, actives largely listed as inhibitors; 370,000 tested, 0.028% active; active = well fitted inhibition curve with a large enough effect in the polarisation, with a control signal flat; inconclusive = small, poorly fitted or top-dose-only effect, or effect the other way, or a change in a side signal; inactive = no such curve, though single readings can be large or run the other way; the % refers to the polarisation;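 note: polarization taken with two DNA probes labelled with fluorescein and Texas red; potency is the fitted concentration of half-maximal effect; % of control where 0% means no effect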
Target sequence (P11308 whole entry, looked up, the tested form may be a part): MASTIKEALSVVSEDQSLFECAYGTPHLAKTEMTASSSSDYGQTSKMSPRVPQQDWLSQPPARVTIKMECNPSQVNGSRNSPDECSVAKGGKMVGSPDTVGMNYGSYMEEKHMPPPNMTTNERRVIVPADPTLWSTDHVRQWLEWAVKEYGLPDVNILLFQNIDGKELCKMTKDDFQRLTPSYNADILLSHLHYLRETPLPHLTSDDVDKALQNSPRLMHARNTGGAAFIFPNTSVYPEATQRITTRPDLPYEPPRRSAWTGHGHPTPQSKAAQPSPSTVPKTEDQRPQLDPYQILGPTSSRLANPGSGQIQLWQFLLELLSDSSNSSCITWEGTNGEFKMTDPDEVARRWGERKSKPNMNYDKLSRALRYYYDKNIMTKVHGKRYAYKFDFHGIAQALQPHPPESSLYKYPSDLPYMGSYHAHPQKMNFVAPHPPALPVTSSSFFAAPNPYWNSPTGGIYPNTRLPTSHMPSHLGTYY
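His-tagged ERG Ets domain (1 uM in the protein solution; 300mM KCl, 50mM Tris-HCl, 1mM EDTA, 1mM DTT, pH 7.5) received compound, then a probe mix of 5 nM fluorescein-DNA and 100nM Texas-615-DNA. Fluorescence polarization was read for both dyes.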
GRP78 ERSR act: ER stress response induction in glioma | U87-MG GRP78 promoter luciferase reporter, 16 h | Potency, µM, inactives show at the top dose activation, usual class: activators | 420,000 tested, 0.02% active | AID 602332; note: potency is the fitted concentration of half-maximal effect; series mostly up to about 76 µM; % of control where 0% means no effect; nearly all actives have a fitted effect of over 35% in size
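ERSR induction read as luciferase luminescence (Bright-Glo, 10 min at room temperature) in stably transfected human U87-MG glioma cells exposed to compounds for 16 h, using GRP78 as sensor.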
Vif-APOBEC3F blk: inhibitors of Vif-A3F interaction; Potency, µM (titrated, usually from 46.1 µM), for inactives: top-dose activity, negative = active; 390,000 tested, 0.2% active; AID 602313; HeLa A3F-eYFP + Vif (tagged APOBEC3F with the HIV-1 protein that degrades it), YFP fluorescence increase; note: potency is the fitted concentration of half-maximal effect; % of control where 0% means no effect; nearly all actives have a fitted effect of over 65% in size
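HeLa cells stably expressing A3F-eYFP plus Vif, plated and incubated overnight at 37 deg C, then exposed to compounds overnight at 37 deg C. Blocked degradation read as raised yellow fluorescence (Ex 488/Em 500-530).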
RGS4 inh: inhibitors of human regulator of G protein signaling 4 | Transcreener GDP fluorescence polarization, RGS4-accelerated GTP hydrolysis | Potency, µM (titrated, usually from 114 µM), for the others: at the top dose activity change, negative = inhibition, actives largely listed as inhibitors | 390,000 tested, 0.039% active; note: potency is the fitted concentration of half-maximal effect; % is set by controls: 0 for no effect and ±100 for the full control effect; nearly all actives have a fitted effect of over 75% in size; some results filed as inactive show a strong effect at the top dose
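MLSMR compounds (23 nl, pin-transferred) preincubated 10 min at room temperature with a 500nM (2x) first reagent, then RGS4 at 900nM (2x) plus Transcreener GDP mix added; fluorescence polarization (620/688 nm) read before and after 90 min at 30 °C.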
Vif-A3G inh: blocks the Vif interaction with human APOBEC3G. Potency, µM (doses to about 46.1 µM), for the others: at the highest dose activity, negative = active, most hits filed as inhibitors. 410,000 tested, 0.076% active. HeLa A3G-eYFP + Vif (tagged APOBEC3G with the HIV-1 protein that degrades it), YFP fluorescence, overnight;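 note: potency is the fitted concentration of half-maximal effect; % is set by controls: 0 for no effect and ±100 for the full control effect; nearly all actives have a fitted effect of over 60% in size; hits raise eYFP signal because A3G escapes Vif-driven loss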
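HeLa cells stably expressing Vif and C-terminally eYFP-tagged A3G, seeded overnight at 37 deg C, then exposed to compound by pintool overnight at 37 deg C. Rise in yellow fluorescence (Ex 488/Em 500-530, Acumen) marks blocked Vif-driven A3G degradation.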
D2 agonist: activates the human D2 dopamine receptor | 340,000 tested, 0.53% active | P14416 | HEK293 T-REx D2 cells, calcium flux agonist mode | activation, % at 2 µM;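 active = activation over 3 SD above normal in the single-dose calcium agonist read, cut at about 30% in these data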; note: 0% is about no effect
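Tetracycline-induced HEK293 Trex cells with D2 receptor force-coupled to calcium signaling, plated overnight at 30 C and loaded with no-wash calcium dye. Calcium flux read kinetically for 180 s after compound addition; responses flag agonists.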
* hit, by the source's call; ? = inconclusive; · = no result given; & = joins results of further samples; [ ] = dose if it differs, or a comment. Unless noted, calls come from the whole dose curve; as a rule, active = well fitted curve in the direction sought with a large enough effect; inconclusive = small, poorly fitted or top-dose-only effect, or another doubt; inactive = no such curve, though single readings can be large; an effect the other way counts as inactive or inconclusive. These rows are one share of the data (hit frequency here may not be typical).

SMILES | D2 antagonist | ALOX12 inh | LDHA inh | ERG Ets-DNA blk | GRP78 ERSR act | Vif-APOBEC3F blk | RGS4 inh | Vif-A3G inh | D2 agonist
COc1ccc(-n2c(Cn3nc(C(F)(F)F)cc3C)n[nH]c2=S)cc1 | 1 | 0% | 0 | 0% | -2% | 1% | -36% | 3% | 0.6
COC(=O)C(Cc1ccccc1)NC(=O)CC(C)CC(=O)Nc1ccc(OC)cc1OC (centres undefined) | 3 | 2% | -1 | -1% | -1% | 2% | 3% | 11% | -0.1
COc1ccc(C(=O)Nc2ccc(Oc3nc(C)nc4sc(-c5ccccc5)cc34)cc2)cc1OC | -3 | -6% | -13 | 7% | 2% | -9% | 19%[11.4 µM] | 8% | 0.7
O=C(COc1ccccc1)Nc1nnc(-c2ccc3c(c2)CCCC3)o1 | 10 | 4% | -2 | -2% | -2% | -2% | -7% | -2% | 0.7
O=[N+]([O-])c1ccc(C(O)C23CN4CN(CN(C4)C2)C3)cc1 (centres undefined) | 15 | 0% | -8 | 3% | -5% | -1% | 14% | 2% | 0.9
Cc1ccc(NC(=O)c2sc3nc4c(cc3c2N)CN(Cc2ccccc2)CC4)cc1 | · | ? | -3 | -2% | 12% | ? | -26% | ? | ·
Clc1ccc(-c2nc3ccc(Cl)cn3c2Cc2ccccc2)cc1 | · | -26% | 2 | · | 2% | -6% | · | -4% | ·
Cc1cc(C)n(-c2nc(-c3ccc(Cl)cc3)cs2)n1 | -12 | -7% | -14 | -7% | 2% | -5% | -10% | -5% | -0.7
CCCCc1nc2ccccc2c(=O)n1NC(=O)c1c(O)c2cccc3c2n(c1=O)CC3 | 14 | 3% | -14 | -6% | -4% | -4% | -11% | -1% | 0.1
Cc1ccc(Cl)cc1NC(=O)C1CC1c1ccccc1 (centres undefined) | -19 | -7% | -6 | -2% | -5% | 0% | -6% | -6% | -2.2
COc1cc(CC(=O)OCC(=O)Nc2ccc(N(C)C)cc2)cc(OC)c1OC | · | 12% | -14 | -11% | 0% | 4% | -20% | 0% | ·
Cc1cccc(OCC(=O)Nc2ccc(O)c(-c3nc4ccccc4o3)c2)c1 | · | -25% | -3&0 | · | -4% | · | · | -1% | ·
O=C(NCc1cccnc1)c1ccc(NC(=O)c2cccc([N+](=O)[O-])c2)cc1 | -1 | 5% | -4 | -2% | 11% | 0% | -9% | 2% | 0.0
COc1ccc(NS(=O)(=O)c2ccc(C)c(NC(=O)c3ccc(C)c(S(=O)(=O)N4CCOCC4)c3)c2)cc1 | 13 | -6% | -5 | -8% | -5% | 10% | -4% | -7% | 1.1
O=C(NC(c1ccc(-c2ccccc2)cc1)c1cnccn1)C1CCN(CCCOc2ccccc2)CC1 (centres undefined) | · | ? | -2 | · | -7% | · | · | -18% | ·
CCc1ccc(N2CC(C(=O)OCC(=O)Nc3ccc([N+](=O)[O-])cc3)CC2=O)cc1 (centres undefined) | 11 | 2% | 2 | 4% | -2% | 0% | 0% | 0% | 0.8
CC[C@]12c3[nH]c4ccc(Cl)cc4c3CCN1C(=O)[C@@H](CC(=O)NCCCn1ccnc1)C[C@@H]2C(=O)N1CCN(C(=O)C2CC2)CC1 | · | -3% | 2 | 6% | -2% | 5% | 8% | 3% | ·
CCc1c(C)sc2c1CCN(Cc1ccccc1F)C2c1ccccc1 (centres undefined) | · | -2% | -10 | 3% | -5% | -2% | 0% | 3% | 1.8
CN(C)S(=O)(=O)N1CCCC(C(=O)c2ccc(-c3ccccc3)c(F)c2)C1 (centres undefined) | 1 | 9% | 1 | 10% | 1% | 6% | -11%[56.9 µM] | 10% | 0.9
Cc1cc(NC(=O)CCN2C(=O)c3ccccc3C2=O)no1 | -2 | 0% | -9 | 9% | 0% | -3% | -18% | 0% | -0.4
CCCCN1CC(=O)N2[C@H](c3ccc(Cl)cc3)[C@@H]3C(=O)N(CC)C(=O)[C@@H]3[C@]2(C)C1=O | -11 | 10% | -1 | -10% | -3% | 4% | -18% | 1% | -1.4
O=S(=O)(c1cccc2nsnc12)N1CCc2ccccc21 | · | 3% | 3 | -4% | -6% | -11% | -6% | 2% | ·
COc1ccc(CCNc2nc3c(c(=O)n(C)c(=O)n3C)n2Cc2ccc(F)cc2)cc1OC | · | -25% | -6 | 0% | -1% | -1% | -35% | 1% | -1.2
O=C(NCCCN1CCCC1=O)C1CCN(S(=O)(=O)c2ccc(F)cc2)CC1 | 5 | 33% | -4 | -4% | -5% | 5% | 2% | 3% | 0.2
COc1cc(C(=O)NCCC(=O)NCCCN2CCCCC2)cc(OC)c1OC | -3 | -3% | -3 | -9% | -4% | -5% | 2% | 1% | 0.1

An excerpt from above, showing only D2 agonist, Vif-A3G inh and D2 antagonist:
canonical_smiles | D2 agonist | Vif-A3G inh | D2 antagonist
Cc1cc(NC(=O)CCN2C(=O)c3ccccc3C2=O)no1 | -0.4 | 0% | -2
CCCCN1CC(=O)N2[C@H](c3ccc(Cl)cc3)[C@@H]3C(=O)N(CC)C(=O)[C@@H]3[C@]2(C)C1=O | -1.4 | 1% | -11

Other results follow:
SMILES | D2 antagonist | ALOX12 inh | LDHA inh | ERG Ets-DNA blk | GRP78 ERSR act | Vif-APOBEC3F blk | RGS4 inh | Vif-A3G inh | D2 agonist
C[C@H](CO)N1C[C@H](C)[C@@H](CN(C)Cc2ccccc2)Oc2c(NS(=O)(=O)c3ccccc3)cccc2C1=O | · | -7% | 0 | 5% | -5% | 3% | -39% | -6% | ·
CC(C)(C)OC(=O)N(Cc1ccccc1)Cc1ccc(OCc2cccc(NC(=O)C3CC3)c2)cc1 | · | ? | -4 | 1% | 8% | -1% | 14% | 2% | ·
COCCCN1C(=O)C(=O)/C(=C(/O)c2ccc(OC(C)C)c(C)c2)C1c1ccncc1 (centres undefined) | · | ? | 1 | 1% | 1% | -5% | 18% | 0% | ·
COC(=O)CN(c1ccccc1)S(=O)(=O)c1ccccc1 | -15 | 9% | -4 | · | -3% | 1% | 14% | -2% | -2.0
CCC(C)(C)NC(=O)C(c1ccc(OC)cc1)N(CC1CCCO1)C(=O)CCC(=O)Nc1cc(C)on1 (centres undefined) | 0 | 0%[57.4 µM] | 2 | -1% | -4% | -4% | -8% | 2% | 0.9
COc1ccc(OCC(O)CNC(=O)Nc2ccccc2)cc1 (centres undefined) | -9 | 8% | -2 | 0% | -4% | 8% | -2% | 0% | -1.6
CCC(C)(C)NC(=O)C(c1ccc(F)cc1)N(Cc1ccco1)C(=O)c1snc(C(N)=O)c1N (centres undefined) | -9 | 11% | 4 | 5% | -3% | 3% | 5% | -7% | 0.4
CN(c1ccccc1)S(=O)(=O)c1cccc(NC(=O)CN2C(=O)NC3(CCCCC3)C2=O)c1 | -3 | 0% | -2 | -5% | -4% | -9% | -16% | 2% | -0.2
Cc1cc(Cn2nc(C(=O)NCC3CC3)cc2-c2ccccc2)on1 | 6 | -1% | -3 | -9% | 0% | 8% | 9% | -7% | -2.2
Cc1cc(C)cc(-n2ncc3c2CCCC3NC(=O)c2cc(C)n(C)n2)c1 (centres undefined) | 5 | 2% | 2 | -1% | 6% | 4% | -3% | 2% | -0.3
Cn1ccnc1CC(C)(O)c1ccccc1 (centres undefined) | · | ? | 3 | · | -4% | 1% | · | 4% | ·
N#CC(CC(=O)OCc1ccccc1)NC(=O)OCc1ccccc1 (centres undefined) | · | -22% | 0 | · | -5% | 1% | · | 2% | ·
COc1cccc(NC(=S)NCc2cccnc2)c1 | 7 | 5% | -5 | 0% | -3% | -6% | 30% | 1% | -0.5
OCCOCCOCCn1c2ccccc2c2ccccc21 | 18 | -21% | -1 | -1% | -1% | 1% | 11% | 0% | -0.2
NCCNc1cc(N2CCCC2)ccc1[N+](=O)[O-] | 1 | -22% | -8 | 4% | -3% | 3% | 16% | 0% | -0.5
CCOC(=O)N1CCN(C(=O)c2cc3cc(C)ccc3[nH]2)CC1 | 4 | 0%&4% | -5&5 | 1% | 0% | 5% | -5% | 1% | 0.4
CCN(CC(=O)Nc1c(F)cccc1F)C(=O)CCCOc1ccccc1 | · | 15% | -6 | 16% | -1% | 2% | 14% | 0% | ·
N#Cc1cnn2c(-c3cccc([N+](=O)[O-])c3)ccnc12 | 29 | -1% | -8 | -6% | -4% | 0% | ? | 0% | -0.5
COc1ccc2[nH]c3c(NCc4ccco4)ncnc3c2c1 | 3 | · | 2&-2 | 1% | 2%&7% | -5% | 12%&-10% | ? | 0.4
COc1ccc(C(=O)Nc2cc(Cl)ccc2C(=O)O)cc1 | -17 | -10% | ? | 9% | 7% | -16% | -12% | -27% | -0.3
Cc1ccc(F)cc1NC(=O)COC(=O)COc1ccc(C#N)cc1 | -11 | 0% | -4 | 8% | -2% | -7% | 1% | 2% | -0.5
CCN(C(=O)c1c(-c2ccccc2Cl)noc1C)C1CCCCC1 | -12 | 8% | -1 | -13% | -5% | 12% | -24% | 1% | -0.7
O=C1c2ccccc2C(=O)N1c1ncc(Cc2ccc(Cl)cc2)s1 | 2 | -2% | -4 | -9% | -1% | 1% | -5% | 0% | 2.1
CCOc1cc(/C=N/NC(=O)c2cccnc2)cc(Br)c1OCC(N)=O | -3 | 7% | -2 | -3% | -5% | 0% | -36% | 1% | 1.3
O=C(Nc1ccc(Cl)c(Cl)c1)Oc1ccc(NC(=O)c2ccco2)cc1 | -5 | 0% | 1 | -11% | 1% | -3% | 5% | 6% | 0.2
